KCNQ1 inh: blocks the human KCNQ1 potassium channel; P51787; CHO-K1 KCNQ1, FluxOR thallium flux fluorescence; stronger effect = higher value; B-score at 10 µM; hit rate 1.3% among 310,000; AID 2642;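 active = compounds whose thallium flux B-score, printed positive for inhibition, exceeds three library SD while starting fluorescence stays within three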;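 note: channel opened by potassium depolarization with thallium stimulus after 20 min compound exposure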
Target sequence (P51787 whole entry, looked up): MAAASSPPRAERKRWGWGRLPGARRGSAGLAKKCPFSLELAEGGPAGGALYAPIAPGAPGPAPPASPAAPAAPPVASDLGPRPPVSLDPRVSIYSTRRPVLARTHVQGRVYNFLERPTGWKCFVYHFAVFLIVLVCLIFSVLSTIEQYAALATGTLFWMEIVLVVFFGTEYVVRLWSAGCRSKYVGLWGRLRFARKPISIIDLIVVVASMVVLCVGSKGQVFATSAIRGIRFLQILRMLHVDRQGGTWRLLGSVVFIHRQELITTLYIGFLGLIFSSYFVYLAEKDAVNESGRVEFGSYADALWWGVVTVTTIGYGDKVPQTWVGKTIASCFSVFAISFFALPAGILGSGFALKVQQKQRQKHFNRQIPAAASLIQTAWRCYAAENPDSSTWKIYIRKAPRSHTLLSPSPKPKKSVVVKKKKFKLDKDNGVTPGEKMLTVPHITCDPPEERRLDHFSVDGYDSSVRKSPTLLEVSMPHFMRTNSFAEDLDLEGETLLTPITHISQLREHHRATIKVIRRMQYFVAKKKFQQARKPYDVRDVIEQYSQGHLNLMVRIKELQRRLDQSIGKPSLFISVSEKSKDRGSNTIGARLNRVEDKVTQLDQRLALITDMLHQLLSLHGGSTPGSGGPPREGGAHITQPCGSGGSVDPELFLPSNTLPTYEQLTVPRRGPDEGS
KCNK3 block: human KCNK3 channel inhibition, primary screen. O14649. CHO-KCNK3 thallium flux, FluxOR fluorescence; stronger effect = lower value. B-score at 10 µM. hit rate 0.84% among 340,000. AID 602410;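 active = B-score under library mean minus 4 SD, starting fluorescence ratio at most library mean plus 5 SD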;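 note: more negative B-score means stronger inhibition of thallium flux through KCNK3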
Target sequence (O14649 whole entry, looked up): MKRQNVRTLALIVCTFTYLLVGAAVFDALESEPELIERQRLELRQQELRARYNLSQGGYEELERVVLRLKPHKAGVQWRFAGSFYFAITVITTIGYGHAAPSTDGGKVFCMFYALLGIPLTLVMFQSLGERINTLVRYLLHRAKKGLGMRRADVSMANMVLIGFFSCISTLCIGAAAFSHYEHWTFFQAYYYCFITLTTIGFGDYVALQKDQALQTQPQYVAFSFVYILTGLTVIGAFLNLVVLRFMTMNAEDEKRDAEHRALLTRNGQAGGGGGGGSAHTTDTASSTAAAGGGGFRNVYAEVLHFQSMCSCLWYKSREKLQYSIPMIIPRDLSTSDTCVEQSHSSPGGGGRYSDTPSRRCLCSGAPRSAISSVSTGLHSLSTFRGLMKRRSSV
RGS4 pot: potentiators or activators of RGS4 | HEK293 M3R/inducible RGS4, carbachol calcium flux Fluo4; stronger effect = lower value | B-score at 10 µM | hit rate 0.92% among 310,000;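 active = B-score of the integrated calcium signal more than 4 SD below the library mean, with starting fluorescence not abnormally high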;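 note: negative B-score means reduced calcium response which marks RGS4 activation or potentiation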
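test system = M3R-expressing HEK293 line, RGS4 induced by doxycycline | probe or stimulus = carbachol at ECmax as muscarinic agonist stimulus | timing = dye loading 30 min 37 °C, buffer rest 30 min RT | signal = calcium dye Fluo4 fluorescence | evaluation = B score from integrated fluorescence ratio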
KCNK9 inh: inhibitors of human KCNK9 two-pore domain potassium channel; Q9NPC2; HEK293 KCNK9, FluxOR thallium flux fluorescence; stronger effect = lower value; B-score at 10 µM; hit rate 1.2% among 310,000; AID 488922;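 active = ratio B-score over 3 SD below the library mean, with starting fluorescence within 5 SD of its mean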;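 note: negative B-score means less thallium flux so channel inhibition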
HDAC3 inh: human HDAC3 inhibition. O15379. recombinant HDAC3, fluorogenic peptide/trypsin coupled, fluorescence. inhibition, % at 8.3 µM. hit rate 0.15% among 320,000. AID 2718; in the data active = inhibition above about 26%, passing the limit was not always enough
KCNQ1 pot: potentiators or activators of human KCNQ1 potassium channel | AID 2648 | CHO-K1 KCNQ1, thallium flux FluxOR fluorescence; stronger effect = higher value | B-score at 10 µM | hit rate 0.35% among 310,000 | P51787;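 active = fluorescence ratio B-score, a plate-corrected score, at least three library SD, with initial intensity B-score within 5 SD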
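Test system: CHO-K1 cells stably expressing KCNQ1 / Medium: assay buffer / Also added: depolarizing K+/Tl+ stimulus, K2SO4 and Tl2SO4 each 12.5 mM in 5x stock / Incubation: 90 min dye loading and 20 min compound exposure, both at room temperature / Signal: thallium influx via FluxOR fluorescence, kinetic imaging / Evaluation: B score of baseline-normalized fluorescence ratio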
SKKanGAS inh: inhibitors of SKKanGAS S. pyogenes growth in kanamycin (SK-promoter or general growth effect). BacTiter-Glo, 6 h. hit rate 1.3% among 300,000. AID 1662. inhibition, % at 7.5 µM;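 active = mean replicate score, as percent of positive control median, at least 50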;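 note: strain carries kanamycin resistance gene driven by streptokinase promoter and grows in 40 µg/ml kanamycin; loss of luminescence reflects streptokinase promoter inhibition or plain growth inhibition; 0% = median of DMSO wells and 100% = positive control at its reference dose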
RGS4 block: inhibitors of human RGS4. P49798. HEK293 M3R/RGS4 inducible, Fluo-4 calcium flux; stronger effect = higher value; triggered by carbachol at its EC20. B-score at 10 µM. hit rate 0.45% among 310,000;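 active = B-score, a plate-corrected calcium signal, over three deviations above library mean, with baseline fluorescence within five deviations of library mean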;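 note: RGS4 expression induced by doxycycline in cells with stable M3 receptor; B-score is computed from the integrated fluorescence ratio over baseline after carbachol; higher B-score means a larger calcium signal and so more RGS4 inhibition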
hERG protect: hERG (human) protection from proarrhythmic block; Q12809; CHO-hERG, FluxOR thallium flux, dofetilide IC70 present; activation (rescue from dofetilide block), less the hit threshold, % at 10 µM; hit rate 0.51% among 310,000;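 active = activation above the mean of controls blocked by dofetilide plus 5 SD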;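 note: thallium influx through hERG after potassium depolarization seen as dye fluorescence rise; in these data hits start at about 4.7%; inactives centre near -7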
TMEM16A inh: blocks the mouse calcium-activated chloride channel TMEM16A; HEK293 TMEM16A/YFP iodide influx fluorescence, ionomycin; AID 588511; normalized B-score (activity score, 25-100; higher = stronger inhibition) at 10 µM; hit rate 1.2% among 310,000;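 active = ratio plate-corrected score three or more library SD toward inhibition, starting fluorescence score within five deviations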;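 note: score derived from kinetic fluorescence span divided by baseline fluorescence per well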
ANO1 activ: mouse TMEM16A channel activation, primary screen. Q8BHY3. HEK293 TMEM16A/YFP-H148Q/I152L, iodide quench fluorescence; stronger effect = lower value. B-score at 10 µM. hit rate 0.3% among 340,000. AID 623877;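 active = fluorescence-ratio B-score plate-corrected deviation score at least 3 library SD below zero, with starting fluorescence score within 5 deviations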;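 note: channel opened by trigger with iodide after compound preincubation; score built on the fluorescence ratio of max minus min over baseline; more negative score means more quench and so TMEM16A activation or potentiation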
An asterisk follows results filed as active; i = inactive; x = no result given.

Preview (9 entries):
SMILES	KCNQ1 inh	KCNK3 block	RGS4 pot	KCNK9 inh	HDAC3 inh	KCNQ1 pot	SKKanGAS inh	RGS4 block	hERG protect	TMEM16A inh	ANO1 activ
CCCn1c(N)c(C(=O)CSc2nnc(C)n2Cc2ccccc2)c(=O)n(C)c1=O	i	i	i	i	2.1	i	5.8	i	-7.2	i	i
O=C(OCC(=O)N1CCOCC1)c1cccc(F)c1	i	i	i	i	2.6	i	2.6	i	-6.1	i	i
CCOC(=O)c1cnn(-c2ccc(C)cc2)c1N	i	i	i	i	-0.3	i	-3.2	i	-5.1	i	i
O=C(CSc1nnc(-c2ccccc2NC(=O)c2ccccc2)o1)OC1CCCCC1	i	i	i	i	-0.2	i	x	i	-4.0	i	i
COc1ccc(-c2cc(C(=O)Nc3cc(OC)c(OC)c(OC)c3)no2)cc1OC	i	i	i	i	x	i	5.8	i	-13.3	i	i
CC(=O)N1CCCc2cc(S(=O)(=O)N3CCCC(C(=O)NCc4ccc(C)cc4)C3)ccc21 (configuration not stated)	i	i	i	i	-1.8	i	-7.5	i	-6.2	i	i
CC(=O)c1ccc(NC(=O)Nc2ccc(Cl)cc2)cc1	i	i	i	i	5.6	i	-8.8	i	-6.2	i	i
Cc1cc(N/N=C/c2ccc(O)cc2O)nc(N2CCOCC2)n1	i	i	i	i	-4.9	i	-0.1	i	-8.9	i	i
CC(=O)N1c2ccc(S(=O)(=O)N3CCC(C(=O)N4CCN(c5ccc(Cl)cc5)CC4)CC3)cc2CC1C (configuration not stated)	i	i	i	i	3.3	i	-5.5	i	-5.6	i	i

The listing, previewed entries included:
SMILES	KCNQ1 inh	KCNK3 block	RGS4 pot	KCNK9 inh	HDAC3 inh	KCNQ1 pot	SKKanGAS inh	RGS4 block	hERG protect	TMEM16A inh	ANO1 activ
CCCn1c(N)c(C(=O)CSc2nnc(C)n2Cc2ccccc2)c(=O)n(C)c1=O	i	i	i	i	2.1	i	5.8	i	-7.2	i	i
O=C(OCC(=O)N1CCOCC1)c1cccc(F)c1	i	i	i	i	2.6	i	2.6	i	-6.1	i	i
CCOC(=O)c1cnn(-c2ccc(C)cc2)c1N	i	i	i	i	-0.3	i	-3.2	i	-5.1	i	i
O=C(CSc1nnc(-c2ccccc2NC(=O)c2ccccc2)o1)OC1CCCCC1	i	i	i	i	-0.2	i	x	i	-4.0	i	i
COc1ccc(-c2cc(C(=O)Nc3cc(OC)c(OC)c(OC)c3)no2)cc1OC	i	i	i	i	x	i	5.8	i	-13.3	i	i
CC(=O)N1CCCc2cc(S(=O)(=O)N3CCCC(C(=O)NCc4ccc(C)cc4)C3)ccc21 (configuration not stated)	i	i	i	i	-1.8	i	-7.5	i	-6.2	i	i
CC(=O)c1ccc(NC(=O)Nc2ccc(Cl)cc2)cc1	i	i	i	i	5.6	i	-8.8	i	-6.2	i	i
Cc1cc(N/N=C/c2ccc(O)cc2O)nc(N2CCOCC2)n1	i	i	i	i	-4.9	i	-0.1	i	-8.9	i	i
CC(=O)N1c2ccc(S(=O)(=O)N3CCC(C(=O)N4CCN(c5ccc(Cl)cc5)CC4)CC3)cc2CC1C (configuration not stated)	i	i	i	i	3.3	i	-5.5	i	-5.6	i	i
CC(=O)c1ccc(NC(=O)CCc2ccc(C)o2)cc1	i	i	i	i	-6.1	i	3.6	i	-5.0	i	i
Cc1cccc(-n2nc3c(c2NC(=O)c2ccco2)CS(=O)(=O)C3)c1C	i	i	i	i	6.8	i	-3.0	i	-4.0	i	i
CCOC(=O)C1CCN(C(=O)CSC2=NCCS2)CC1	i	i	i	i	7.9	i	0.8	i	-8.2	i	i
Cc1ccc(C(=O)N/N=C/c2ccoc2)cc1C	i	i	i	i	-4.3	i	9.8	i	-6.5	i	i
COc1ccc(OCC(=O)c2c(O)c3ccccc3oc2=O)cc1	i	i	i	i	0.1	i	4.9	i	-15.2	i	i
O=C(O)CC(NC(=O)C(c1ccccc1)c1ccccc1)c1ccc(F)cc1 (configuration not stated)	i	i	i	i	0.5	i	1.1	i	-0.6	i	i
COCOc1ccc(/C=C/C(=O)c2c(OCOC)cc(OCOC)c(CC=C(C)C)c2O)cc1OCOC	i	x	i	i	2.2	i	13.0	i	-10.4	i	x
O=C(Nc1ccc(Cl)c(Cl)c1)C1=Cc2ccccc2OC1	7*	i	i	i	2.5	i	75.5*	i	-9.8	i	i
CCCOc1ccc(C(=O)OCCN2CCCCC2)c(O)c1	i	i	i	i	-2.3	i	-15.3	i	-10.3	i	i
O=C1COc2ccc(C(=O)c3ccccc3C(=O)O)cc2N1	i	i	i	i	4.9	i	-1.0	i	-0.1	i	i
CCNC(=O)c1cnn(-c2ccccc2)c1-c1ccccc1	i	i	i	i	-0.7	i	-2.9	i	-0.6	i	i
O=C(O)CN1C(=O)/C(=C\c2cc(Br)ccc2OCc2ccc(Cl)cc2)SC1=S	i	i	i	i	3.2	i	93.9*	i	-0.9	i	i
CCCOc1ccc(-c2nc3c(c(=O)[nH]c(=O)n3Cc3ccccc3)n2CCO)cc1OCC	i	i	i	i	-3.5	i	1.1	i	-4.3	i	i
COc1ccccc1NC(=O)CSc1ncn(-c2ccccc2)n1	i	i	i	i	6.3	i	1.5	i	-9.3	i	i
COc1ccc(-c2noc(CCC(=O)NC3CCCCC3)n2)cc1OC	i	i	i	i	x	i	-4.2	i	-8.4	i	i
Nc1ccc(CNc2ncn[nH]2)cc1	i	i	i	i	-2.0	i	-9.7	i	-10.3	i	i

Other results
SMILES	KCNQ1 inh	KCNK3 block	RGS4 pot	KCNK9 inh	HDAC3 inh	KCNQ1 pot	SKKanGAS inh	RGS4 block	hERG protect	TMEM16A inh	ANO1 activ
COc1ccc(/C=C/C(=O)c2ccc3ccccc3c2O)cc1CN1CCOCC1	i	i	i	i	-6.4	i	-13.8	i	-6.5	i	i
COc1cccc(/C=C2\SC(=S)NC2=O)c1OS(=O)(=O)c1ccc(NC(C)=O)cc1	i	i	i	i	4.6	i	26.8	i	-8.8	i	i
CCC(=O)N1C(C(=O)N2CCCC2)CSC1c1ccc(OC)cc1 (configuration not stated)	i	i	i	i	-1.9	i	-0.8	i	-1.7	i	i
CCOc1ccc(NC(=O)CN(C)C(=O)c2cn(-c3ccc(F)cc3)nc2-c2cccc(OC)c2)cc1OCC	7*	i	-7.2*	i	11.1	i	4.0	i	-12.2	i	i
CN(C)CCCN1C(=O)C(O)=C(C(=O)c2cccs2)C1c1cccc([N+](=O)[O-])c1 (configuration not stated)	i	x	i	i	-2.7	i	1.2	i	-9.1	i	x
Cc1ccc(C2=NN=C(NC(=O)CSc3nncn3C)SC2)cc1	i	i	i	i	3.5	i	-3.0	i	-17.7	i	i
CC1CC(C)CN(C(=O)/C=C/c2ccc([N+](=O)[O-])s2)C1 (configuration not stated)	i	i	i	i	x	i	-1.3	i	-13.6	x	i
COc1cccc(OCc2nc(-c3cccc([N+](=O)[O-])c3)no2)c1	i	-9.97*	i	i	1.1	i	29.6	i	-6.9	i	i
O=C(COC(=O)c1ccc(NS(=O)(=O)c2cccs2)cc1O)Nc1ccc(F)cc1	i	i	i	i	4.1	i	35.2	i	-11.8	i	i
COc1ccccc1C(=O)C1CCCN(C(=O)CSc2ccccn2)C1 (configuration not stated)	i	i	i	i	3.1	i	-8.0	i	3.0	i	i
O=C(O)CN1C(=O)SC(Nc2ccc(C(=O)O)cc2)C1=O (configuration not stated)	i	i	i	i	-7.9	i	-3.0	i	-3.6	i	i
O=C1c2ccccc2C(=O)c2cc(S(=O)(=O)Nc3ccccc3)ccc21	i	i	i	i	3.1	i	28.8	i	-5.3	i	i
Cc1ccc(NS(=O)(=O)c2ccc(NC(=O)c3cccs3)cc2)c(C)c1	i	i	i	i	-12.5	i	35.9	i	-3.0	i	i
COc1ccc(Cl)cc1NC(=S)N1CCN(S(C)(=O)=O)CC1	i	i	i	i	3.9	i	0.9	i	-7.3	i	i
Cc1ccc(N(C(=O)c2csnn2)C(C(=O)NC(C)(C)C)c2ccccn2)cc1 (configuration not stated)	i	i	i	i	x	i	-2.1	i	-14.7	i	i
COc1ccccc1/C=N/n1c(C)nnc1-n1nc(C)cc1C	i	i	i	i	1.3	i	2.6	i	0.0	i	i
CCn1c(CNC(=O)c2cccs2)nnc1SCC(=O)NCCc1ccccc1	i	i	i	i	x	i	0.6	i	-7.3	x	i
CCOC(=O)c1sc(-c2ccc(Br)cc2)cc1N	i	i	i	i	3.4	i	-0.1	i	-8.5	i	i
Cn1c(=O)c2c(nc(NCCNC(=O)c3ccco3)n2Cc2ccc(F)cc2)n(C)c1=O	i	i	i	i	5.0	i	13.7	i	-2.3	i	i
Cc1cccc(C(=O)NCC(=O)OCC(=O)c2ccc(Cl)s2)c1	i	i	i	i	-6.1	i	-1.7	i	-11.8	i	i
COc1ccc(OC)c(-c2csc(NC(=O)C3=COCCO3)n2)c1	i	-9.09*	i	i	3.1	i	-12.5	i	-15.2	i	i
COc1ccc(C(=O)CN2CCN(c3ncccn3)CC2)cc1	i	i	i	i	2.2	i	0.3	i	-11.8	i	i
Cc1ccc(S(=O)(=O)N2CCN(C(=O)CC(C)n3nc(C)c(Cl)c3C)CC2)cc1 (configuration not stated)	i	i	i	i	4.7	i	-1.7	i	-4.0	i	i
CCn1c(SCC(=O)NC2CCCC2)nnc1C(C)NC(=O)c1ccccc1Br (configuration not stated)	i	i	i	i	2.1	i	-2.5	i	-7.0	i	i
COC(=O)CCC(=O)OC1(C)C(=O)C=C2C=C(C3CC3)N(CCCCO)C=C2C1=O (configuration not stated)	i	i	i	i	-7.7	i	4.5	i	-4.2	i	i

High-throughput results: PubChem, several laboratories
